# Screens (PubChem)
# FBW7 activator: FBW7 E3 ligase activators, primary screen, biochemical, AlphaScreen, human; normalized activity (activation), % at 26.1 µM; F-box/WD repeat-containing protein 7 (Homo sapiens), Q969H0; actives 0.13% (n = 650,000); AlphaScreen FBW7–phospho-cyclin E peptide binding, activator screen; AID 1259310, 2017; in the data active means normalized activity above about 1.9%;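 further: purified mutant Fbw7 with reduced substrate affinity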
# GPR151 ag: activators of human GPR151, primary screen, cell-based, PathHunter beta-arrestin, luminescence; PathHunter beta-arrestin GPR151 cells; activation, % at 11.2 µM; actives 1% (n = 650,000); AID 1508602, 2020; in the data active means activation above about 4.9%;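 further: 0% = median of compound wells and 100% = cells with positive control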
# Target sequence (Q8TDV0 whole entry, looked up): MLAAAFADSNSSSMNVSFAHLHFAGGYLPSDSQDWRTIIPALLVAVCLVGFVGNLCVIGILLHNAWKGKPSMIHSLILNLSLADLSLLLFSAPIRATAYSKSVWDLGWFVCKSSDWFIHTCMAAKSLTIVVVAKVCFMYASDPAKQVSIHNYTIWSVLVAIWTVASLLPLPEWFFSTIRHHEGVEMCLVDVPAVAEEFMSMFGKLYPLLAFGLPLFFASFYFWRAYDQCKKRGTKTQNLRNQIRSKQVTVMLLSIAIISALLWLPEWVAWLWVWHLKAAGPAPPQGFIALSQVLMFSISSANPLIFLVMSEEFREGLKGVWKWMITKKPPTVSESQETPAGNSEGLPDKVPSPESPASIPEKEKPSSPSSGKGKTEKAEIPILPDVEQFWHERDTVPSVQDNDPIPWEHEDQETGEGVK
# MITF primary: MITF inhibitors, primary screen, biochemical, AlphaScreen, human. Microphthalmia-associated transcription factor (Homo sapiens), O75030. inhibition, % at 2.6 µM. actives 0.91% (n = 650,000). AlphaScreen MITF homodimerization, bead proximity signal; in the data active means inhibition above about 50%;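 further: 0% = vehicle wells with protein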
# Target sequence (O75030 whole entry, looked up): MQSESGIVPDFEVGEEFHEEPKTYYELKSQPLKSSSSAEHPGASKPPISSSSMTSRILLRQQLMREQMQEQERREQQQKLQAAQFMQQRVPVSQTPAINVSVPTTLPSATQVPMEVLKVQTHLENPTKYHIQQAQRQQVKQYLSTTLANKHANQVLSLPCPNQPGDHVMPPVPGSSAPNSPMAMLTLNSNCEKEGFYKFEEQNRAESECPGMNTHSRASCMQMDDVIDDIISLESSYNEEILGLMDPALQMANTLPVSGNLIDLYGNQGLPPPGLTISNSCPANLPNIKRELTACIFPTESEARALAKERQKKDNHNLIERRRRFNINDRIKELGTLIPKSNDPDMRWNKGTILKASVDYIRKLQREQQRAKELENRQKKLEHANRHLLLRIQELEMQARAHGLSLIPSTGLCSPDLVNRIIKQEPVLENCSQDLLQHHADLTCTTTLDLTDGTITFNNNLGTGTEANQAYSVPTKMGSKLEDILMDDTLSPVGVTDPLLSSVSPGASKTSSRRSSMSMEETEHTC
# TEAD-YAP inh: TEAD-YAP interaction inhibition, primary screen, TEAD-YAP interaction inhibitor project, luminescence, HEK-TIYL cells; TEAD-Gal4/YAP UAS-luciferase luminescence; inhibition, % at 9.12 µM; actives 1.4% (n = 640,000); in the data active means inhibition above about 32%;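 further: 0% = median of test compound wells and 100% = reference inhibitor wells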
# The depositor's hits bear a star. Hits appear at their usual frequency; 3.5% or so of the library scored in one or more.
item	Compound	FBW7 activator	GPR151 ag	MITF primary	TEAD-YAP inh
1	C=CCN1C(=O)/C(=C/c2cc(Br)c(OCC)c(OCC)c2)C(=O)NC1=S	0.0	-0.7	-10.1	4.7
2	CC1CCN(C(=O)CSc2nnc(-c3c[nH]c4ccccc34)n2-c2ccc(F)cc2)CC1	0.9	-0.8	11.8	14.1
3	Cc1cccc(C(=O)Nc2ccccc2C)c1	-0.1	-1.6	-3.6	-5.5
4	CCCCOc1ccc(-c2ncc(C)cn2)cc1	0.1	-0.6	-7.8	-75.2
5	CCOc1cc(C2C(C(=O)N3CCOCC3)=C(C)NC3=C2C(=O)CCC3)ccc1O (configuration not stated)	-0.1	-0.2	3.2	7.3
6	CCC(CC)NC(=O)CSc1nnc(-c2c[nH]c3ccccc23)o1	0.3	-1.1	17.0	-5.4
7	CC(=O)c1ccc(NC(=O)CCn2cnc3ccccc3c2=O)cc1	0.1	-1.1	-5.6	-1.9
8	N#CC1=C(SCC(=O)Nc2ccc(Br)cc2)NC(=O)CC1c1ccc(O)cc1 (configuration not stated)	0.0	0.3	14.1	39.0*
9	COC(=O)C1=C(N)Oc2cc(C)oc(=O)c2C1c1cc(OC)c(OC)c(OC)c1 (configuration not stated)	-0.1	-0.3	-6.3	1.8
10	COCCNC(=O)c1ccc(CS(=O)(=O)Cc2ccccc2Cl)o1	1.1	-1.1	10.1	-13.0
11	COc1cc2[nH]c(=O)n(CCC(=O)NCc3ccco3)c(=O)c2cc1OC	0.0	-0.1	-7.7	-4.2
12	Cc1ccc(N2CCN(c3ncnc4c3cnn4-c3cccc(C)c3)CC2C)cc1 (configuration not stated)	-0.2	1.3	2.8	-2.0
13	O=C(c1cc2ccccc2oc1=O)N1CCN(S(=O)(=O)C2CC2)CC1	-0.1	-0.1	4.1	0.2
14	CCOC(=O)C(=O)Nc1ccc(Cl)c(C(F)(F)F)c1	-0.1	-0.4	-11.0	6.0
15	CCOC(=O)CSc1ncc(-c2ccc(Cl)cc2)[nH]1	-0.1	-2.1	17.8	-6.5
16	C=CCN1C(=O)CC(C(=O)Nc2ccc(C(=O)O)cc2)SC1=Nc1cccc(OC)c1 (configuration not stated)	0.1	0.0	-8.9	-1.2
17	COc1cc(/C=C/CN2CCc3c(cnc(C)c3CNC(=O)c3ccco3)C2)ccc1O	0.2	0.0	-12.2	-1.0
18	CC(C)NC(=O)CCc1nc2ccccc2s1	-0.1	1.6	-5.3	-5.8
19	O=C(Nc1ccccc1)c1cc(-c2cccc(Br)c2)nc2ccccc12	0.1	0.0	10.2	8.2
20	COc1ccc(NC(=O)c2cc3c(CO)cnc(C)c3oc2=N)cc1Cl	0.1	4.7	11.8	2.5
21	COc1ccc(Br)cc1/C=N/NC(=O)CNc1cccc2ccccc12	0.1	-0.3	4.2	7.4
22	O=[N+]([O-])c1cc2c(cc1C=Nc1ccc(O)cc1)OCO2	0.2	-2.3	53.3*	7.0
23	COc1ccccc1N1CCN(C(c2cccs2)C(C)NC(=O)c2ccncc2)CC1 (configuration not stated)	0.0	0.4	14.7	12.2
24	COC(=O)c1ccc(/C=C2/NC(=O)N(CC(=O)Nc3ccc(C)cc3)C2=O)cc1	0.0	1.5	3.2	1.7
25	Cc1ccc(S(=O)(=O)Nc2ccc(S(=O)(=O)N3CCCC3)cc2)cc1	0.1	2.5	10.8	10.9
26	COc1ccccc1NC(=O)c1cnn(-c2ccccc2)c1-n1cccc1	0.7	0.6	13.6	-3.0
27	O=C(Nc1c2c(nn1-c1ccc([N+](=O)[O-])cc1)CS(=O)(=O)C2)c1cccc(Br)c1	0.0	1.3	6.8	9.3
28	COC(=O)c1ccc(-c2nc3cc(Cl)c(N)cc3s2)cc1	0.1	-0.5	-4.0	47.1*
29	COc1cccc(C2C(C(=O)Nc3ccccc3)=C(C)N=c3s/c(=C\c4cn(CC#N)c5ccccc45)c(=O)n32)c1 (configuration not stated)	-0.1	0.7	10.7	3.5
30	C=CCOC(=O)C1=C(C)N=C2SCCC(=O)N2C1c1ccc(SC)cc1 (configuration not stated)	-0.1	-0.2	-6.5	0.8

# Part of the list above, with one line to a screen.
24. COC(=O)c1ccc(/C=C2/NC(=O)N(CC(=O)Nc3ccc(C)cc3)C2=O)cc1
25. Cc1ccc(S(=O)(=O)Nc2ccc(S(=O)(=O)N3CCCC3)cc2)cc1
26. COc1ccccc1NC(=O)c1cnn(-c2ccccc2)c1-n1cccc1
27. O=C(Nc1c2c(nn1-c1ccc([N+](=O)[O-])cc1)CS(=O)(=O)C2)c1cccc(Br)c1
28. COC(=O)c1ccc(-c2nc3cc(Cl)c(N)cc3s2)cc1
29. COc1cccc(C2C(C(=O)Nc3ccccc3)=C(C)N=c3s/c(=C\c4cn(CC#N)c5ccccc45)c(=O)n32)c1 (configuration not stated)
30. C=CCOC(=O)C1=C(C)N=C2SCCC(=O)N2C1c1ccc(SC)cc1 (configuration not stated)

assay / compound | 24 | 25 | 26 | 27 | 28 | 29 | 30
FBW7 activator | 0.0 | 0.1 | 0.7 | 0.0 | 0.1 | -0.1 | -0.1
GPR151 ag | 1.5 | 2.5 | 0.6 | 1.3 | -0.5 | 0.7 | -0.2
MITF primary | 3.2 | 10.8 | 13.6 | 6.8 | -4.0 | 10.7 | -6.5
TEAD-YAP inh | 1.7 | 10.9 | -3.0 | 9.3 | 47.1* | 3.5 | 0.8

# The list continues.
item	Compound	FBW7 activator	GPR151 ag	MITF primary	TEAD-YAP inh
31	CCCCCOc1ccc(NC(=O)C(=O)N/N=C/c2ccc(C)o2)cc1	0.1	1.5	2.4	4.0
32	CCC(=O)N(CCCN(C)C)c1nc(-c2ccc(OC)cc2)cs1	1.2	-0.9	8.4	-0.1
33	Cc1cc2c(c(=O)o1)C(c1cc(Br)ccc1OC(=O)N1CCOCC1)C(C#N)=C(N)O2 (configuration not stated)	0.2	0.8	5.8	-5.8
34	CCC(=O)Nc1ccc(C(=O)NC2CCCCC2)cc1	-0.3	-1.2	-3.9	-4.2
35	NS(=O)(=O)c1ccc(CCNC(=O)CSc2nc3ccccc3c(=O)n2CCCC(=O)NCCc2ccccc2)cc1	0.1	1.6	3.1	-0.7
36	COc1ccc(C(=O)NN(Cc2ccccc2)Cc2ccccc2)cc1	-0.1	-1.2	3.7	-15.7
37	CCN(CC)S(=O)(=O)c1csc(C(N)=O)c1	0.1	1.4	6.5	9.2
38	COCCNC(=O)/C(C#N)=C/c1cccc2ccccc12	0.7	-0.7	13.7	-0.8
39	O=C1CCC(CCNCc2ccc(F)cc2)N1CCc1ccccc1Cl (configuration not stated)	0.0	-1.5	11.8	4.2
40	O=c1c2ccccc2nc(SCc2ccccc2F)n1CC1CCCO1 (configuration not stated)	0.4	-1.6	12.8	5.6
41	CCC(=O)Nc1nc(-c2ccc(C)c3ccccc23)cs1	-0.1	-0.2	11.9	8.7
42	Cc1ccc(C2CC(C(F)(F)F)n3nc(C(=O)N(C)Cc4ccccc4)c(Cl)c3N2)cc1 (configuration not stated)	-0.2	-0.1	-10.4	7.5
43	CCOC(=O)c1c(NC(=O)CSc2c[nH]c3ccccc23)sc2c1CCCCC2	0.2	3.7	7.7	-1.5
44	COC(=O)c1ccc(OC(=O)c2cccc(Br)c2)c(OC)c1	0.0	0.0	-2.2	-3.8
45	N#C/C(=C(/NC(=O)c1ccccc1)SCC(=O)Nc1ccc2ccccc2c1)C(CC(=O)c1ccccc1)c1ccccc1Cl (configuration not stated)	0.3	-0.9	4.4	-4.3
46	O=C1N(C2Cc3ccccc3C2)C[C@@H]2C[C@@H](c3ccccc3F)N3CCC[C@@]123	0.0	15.2*	-0.8	3.1
47	CC(=O)NNc1ccc2nnc(-c3ccccc3)n2n1	0.1	0.7	7.1	-2.6
48	O=[N+]([O-])c1cccc(CN2CCN(C3CCN(Cc4ccccc4)CC3)CC2)c1	0.1	1.0	46.4	3.9
49	O=C(CCC(=O)c1ccc(Cl)cc1)OCc1nnc(-c2ccccc2)o1	0.0	1.0	0.8	-11.8
50	c1ccc(CNc2nc(-c3cccs3)cs2)cc1	-0.1	-0.3	7.8	-51.1
51	CC(=O)O/N=C(\N)c1ccc(Br)cc1	-0.2	-0.9	-2.9	-6.1
52	O=C(CSc1nc2sc3c(c2c(=O)n1-c1ccccc1)CCCC3)c1cccs1	0.1	0.8	-7.6	10.5
53	COc1cc(C#N)ccc1OCC(=O)Nc1ccc(F)c([N+](=O)[O-])c1	-0.1	1.5	-0.9	-3.4
54	Cc1cc(=O)oc2cc(OCC(=O)OCC(=O)N3CCc4ccccc43)ccc12	0.1	-0.2	-10.3	-6.4
55	COc1cc(=O)n2c(c1C(=O)N1CCN(C)CC1)CCN(CCC(C)C)CC2	0.1	0.2	0.5	0.4
56	COc1ccc(C(=O)NCc2n[nH]c(=S)n2-c2cccc(C(F)(F)F)c2)c(OC)c1	0.1	0.6	1.6	0.3
57	COc1cc(/C=N/NC(=O)C(=O)N2CCC(C)CC2)ccc1O	0.1	0.5	-7.2	10.8
58	CC(=O)C1=C(O)C(=O)N(Cc2cccnc2)C1c1ccc(Cl)cc1 (configuration not stated)	-0.1	1.5	-5.2	-1.6
59	O=c1c2ccccc2nc2c3ccccc3c(NCCO)nn12	0.7	-2.2	6.1	11.6
60	COC(=O)c1ccc(C(c2c(O)ccc3ccccc23)N2CCOCC2)cc1 (configuration not stated)	-0.1	0.2	1.5	-8.1

# (continued)
item	Compound	FBW7 activator	GPR151 ag	MITF primary	TEAD-YAP inh
61	CC(NC(=S)Nc1ccc([N+](=O)[O-])cc1)c1ccncc1 (configuration not stated)	0.0	-2.6	10.7	8.9
62	Cc1nc(N)sc1-c1csc(Nc2ccc(Cl)cc2Cl)n1	-0.1	3.4	4.3	-17.6
63	COc1ccc(C2=N/C(=C\c3cccc(Br)c3)C(=O)O2)cc1	0.1	0.4	5.7	1.5
64	O=C(NC(=S)Nc1cc([N+](=O)[O-])cc(Cl)c1O)c1cccnc1	-0.1	1.2	3.7	7.5
65	Cc1ccc(Nc2ncnc3sc4c(c23)CCCC4)cc1Cl	0.1	-0.2	0.9	-6.2
66	O=C(c1cccs1)N1CCN(Cc2ccc3c(c2)OCO3)CC1	0.2	0.4	-2.6	8.0
67	CC1CCCCC1NC(=O)CCCc1nc2ccccc2c(=O)[nH]1 (configuration not stated)	0.0	-0.2	-1.9	7.6
68	Cc1ccc(-c2n[nH]c(CNC(=O)c3cccnc3C)n2)cc1	-0.1	0.1	-3.8	1.9
69	COc1ccc2c(C)nc(N3CCC(N(C)CC(C)C)CC3)nc2c1	-0.1	0.5	-0.8	-4.8
70	O=C(OCc1cccc([N+](=O)[O-])c1)c1ccc[nH]c1=O	0.3	-0.8	3.4	0.1
71	CCCCNC(=O)c1cccnc1SCC(=O)Nc1ccc(Br)cc1F	0.3	1.0	6.0	-4.3
72	CC1CCC(NC(=O)C2CCN(S(=O)(=O)c3ccc4c(c3)oc(=O)n4C)CC2)CC1 (configuration not stated)	0.1	1.1	-1.6	-15.6
73	O=C(NCc1ccco1)c1ccc(C(=O)c2ccccc2)cc1	0.0	-1.2	10.9	14.4
74	Cc1ccc(OCC(=O)N/N=C/c2cc(=O)[nH]c(=O)[nH]2)c([N+](=O)[O-])c1	0.2	0.1	-10.9	-2.5
75	CCC1CN(CCNC(=O)c2cc(=O)c3ccccc3o2)Cc2cc(OC)ccc2O1 (configuration not stated)	-0.1	-1.1	-0.4	4.2
76	O=C(NCc1cccs1)c1nc2c(nnn2Cc2ccc(F)cc2)c(=O)[nH]1	-0.1	0.2	8.8	0.3
77	COC(=O)C1=C(C)N=c2s/c(=C\c3cc(Br)ccc3OC(C)=O)c(=O)n2C1c1cccs1 (configuration not stated)	0.1	0.0	-17.7	-5.3
78	Cn1c(N)c(S(=O)(=O)Nc2ccc(Br)cc2F)c(=O)n(C)c1=O	0.0	-0.2	-0.8	2.6
79	NC(=O)C1(N2CCCCC2)CCN(C(=O)c2ccc(-n3cnnn3)cc2)CC1	0.2	0.2	5.2	10.3
80	N#Cc1ccc(C(=O)Nc2nn[nH]n2)cc1	-0.1	-0.6	7.0	8.8
81	Cc1nc(NCCCC(=O)O)c2oc3ccccc3c2n1	-0.1	1.2	-2.3	-0.9
82	Cc1ccc2nc(SCC(=O)O)[nH]c2c1	1.0	-2.1	-24.0	0.4
83	Cc1ccc(Sc2cc(C(=O)NC3CCCCCCC3)c3ccccc3n2)cc1	0.6	4.0	3.5	-2.8
84	COCCNC(=O)c1cnc2scc(C)n2c1=O	0.1	0.8	75.6*	5.7
85	COC(=O)c1cc(NC(=O)CSc2nnc(C)s2)cc(C(=O)OC)c1	0.3	-1.8	11.9	-8.8
86	CCOC(=O)Nc1ccc2c(c1)N(C(=O)CCN1CCN(CCO)CC1)c1ccccc1CC2	-0.2	0.4	4.0	6.8
87	CC1=NN(c2nc(-c3ccccc3O)cs2)C(=O)/C1=C\c1ccc(N(C)C)cc1	0.0	0.4	-3.5	0.6
88	Oc1ccc(N2CCN(Cn3[nH]c(-c4cccs4)nc3=S)CC2)cc1	-0.1	-0.7	1.4	-0.8
89	O=C(O)c1ccc(Cl)c(NC(=S)NC(=O)c2ccc([N+](=O)[O-])cc2)c1	0.1	-0.9	0.9	6.4
90	CCOC(=O)C1(Cc2ccccc2)CCN(Cc2cc(C)[nH]n2)CC1	0.1	-0.1	20.6	-3.5
91	Cc1cccnc1C(c1ccc(F)cc1)N(C)C(=O)C1CCN(C(=O)NC(C)(C)C)CC1 (configuration not stated)	0.3	-0.5	9.9	-4.3
92	CCc1nc2sccn2c(=O)c1C(=O)NCCc1ccccn1	0.2	-0.3	12.6	-20.6
